# Source: PubChem BioAssay (several laboratories)
# CHT PAM: CHT positive allosteric modulators, primary screen, cell-based, membrane potential dye, choline EC20; High affinity choline transporter 1 (Homo sapiens), Q9GZV3; CHT-expressing cells; stronger effect = higher value; LV-AA mutant CHT in HEK293 cells; B-score at 10 µM; actives 0.49% (n = 310,000); AID 488977, 2010;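 active = initial fluorescence not abnormally high and integrated response B-score, plate-corrected, over 3 SD above library mean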
# Target sequence (Q9GZV3 whole entry, looked up): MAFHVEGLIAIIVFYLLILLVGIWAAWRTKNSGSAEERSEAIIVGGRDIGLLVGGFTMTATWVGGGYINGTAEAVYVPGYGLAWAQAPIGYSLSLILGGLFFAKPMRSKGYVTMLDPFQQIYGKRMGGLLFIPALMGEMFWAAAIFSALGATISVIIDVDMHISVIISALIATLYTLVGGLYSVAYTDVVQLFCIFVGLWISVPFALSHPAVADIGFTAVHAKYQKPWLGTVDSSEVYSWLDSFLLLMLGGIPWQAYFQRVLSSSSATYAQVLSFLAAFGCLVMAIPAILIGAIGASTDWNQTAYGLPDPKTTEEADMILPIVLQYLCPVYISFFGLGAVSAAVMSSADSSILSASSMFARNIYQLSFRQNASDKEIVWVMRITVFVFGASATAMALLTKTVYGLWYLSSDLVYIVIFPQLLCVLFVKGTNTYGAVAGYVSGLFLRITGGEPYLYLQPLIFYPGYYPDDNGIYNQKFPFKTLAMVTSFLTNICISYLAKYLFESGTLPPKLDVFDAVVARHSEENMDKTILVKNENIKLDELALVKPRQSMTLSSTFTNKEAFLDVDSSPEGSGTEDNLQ
# OX1R antagonist: OX1R (HCRTR1) antagonists, primary screen, fluorescence, CHO/OX1R cells, Fluo-8 calcium, orexin A; Orexin/Hypocretin receptor type 1 (Homo sapiens), O43613; Fluo-8 calcium fluorescence; actives 0.43% (n = 330,000); inhibition, % at 5 µM;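 active = inhibition above its plate's threshold, mean inhibition of all tested compounds on the plate plus 3 SD, cut at about 37% in these data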;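 note: 0% = orexin A challenge wells and 100% = SB-334867-A antagonist wells; not every result past the cut was called active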
# Target sequence (O43613 whole entry, looked up): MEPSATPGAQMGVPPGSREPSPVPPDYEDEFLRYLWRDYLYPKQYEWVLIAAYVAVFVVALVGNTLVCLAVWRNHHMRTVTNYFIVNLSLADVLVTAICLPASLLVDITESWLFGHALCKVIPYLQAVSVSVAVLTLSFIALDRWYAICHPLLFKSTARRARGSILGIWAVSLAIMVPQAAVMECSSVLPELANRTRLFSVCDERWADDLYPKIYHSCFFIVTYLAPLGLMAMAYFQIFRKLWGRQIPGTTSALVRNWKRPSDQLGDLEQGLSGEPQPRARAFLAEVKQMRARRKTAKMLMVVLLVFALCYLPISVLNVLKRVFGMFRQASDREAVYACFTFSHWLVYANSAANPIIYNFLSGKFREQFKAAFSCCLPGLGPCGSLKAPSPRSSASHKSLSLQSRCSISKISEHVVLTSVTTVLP
# * = called active by the depositor; i = inactive; . = no result given.
SMILES,CHT PAM,OX1R antagonist
CC(C)c1ccc(CNC(=O)C(=O)Nc2nccs2)cc1,i,-11
Cc1ccc(OCc2nnc(-c3ccc(Cl)cc3)o2)cc1,i,-8
COc1ccccc1NC(=O)N1C2CCCC1CC(NC(=O)c1ccccc1)C2 (configuration not stated),i,-10
C[C@H](NC(=O)OCc1ccccc1)C(=O)NNC(=O)[C@H](Cc1ccccc1)NC(=O)OC(C)(C)C,i,-22
CC(C)Cc1nc2ccccc2n1CCc1ccccc1,i,-25
CC(CCCC(C)(C)O)NC(=O)c1cc(COc2ccc3ncccc3c2)on1 (configuration not stated),i,-11
Cc1ccc(C(=O)N/N=C\c2ccc(-c3ccc(Cl)c(Cl)c3)o2)cn1,i,-20
CCCOc1ccc(C(=O)C(c2ccccc2)N2CCOCC2)cc1 (configuration not stated),i,6
COc1cc(NC(=O)C2CC(=O)NC3=C2C(=O)CCC3)cc(OC)c1 (configuration not stated),i,0
CNC(=O)Cn1nc(-c2ccc(C)c(S(=O)(=O)N(C)C)c2)c2ccccc2c1=O,i,8
CC[C@@H](NS(=O)(=O)c1ccc(C)cc1)C(=O)Oc1ccc2c3c(c(=O)oc2c1)CCC3,i,-16
CCOC(=O)c1c(C)nsc1NC(=O)c1ccco1,i,.
COc1ccccc1NC(=S)NC(=O)c1ccc(-c2ccc(Cl)cc2)o1,i,-20
CN(C)S(=O)(=O)c1cccc(COC(=O)c2ccc(Cl)cc2O)c1,i,33
N#C/C(=C\c1c(F)cccc1Cl)S(=O)(=O)c1ccccn1,i,-17
CCn1cc(/C=C(\NC(=O)c2ccccc2)C(=O)NCCCN2CCOCC2)c2ccccc21,i,-29
O=C(Nc1ccccc1-c1ccccc1)c1ccccc1,i,-14
O=C(NC1CCCC1)c1cccc(NC(=O)c2ccco2)c1,i,-11
CCOC(=O)C/C(C)=N\Nc1nc(-c2ccccc2)cs1,i,-16
C#CCOCCOCCOCCNc1nc(N2CCN(C(=O)C([C@@H](C)CC)n3cc(C(N)CO)nn3)CC2)nc(N2CCN(C(=O)[C@H](CCC(=O)O)n3cc(C(N)CC(C)C)nn3)CC2)n1 (some centres not stated),i,-4
Cc1cc(C)cc(C(=O)NCC(=O)OCc2nc(N)nc(Nc3ccccc3C)n2)c1,.,-28
CC(C)C(NS(=O)(=O)c1cccs1)C(=O)NCCN1CCN(c2ccccc2)CC1 (configuration not stated),i,-27
Cc1cccc(N=Nc2c(C)[nH]n(-c3ccccc3)c2=O)c1,i,-14
CC(C(=O)Nc1cccnc1)N1C(=O)c2ccccc2C1=O (configuration not stated),i,-9
Clc1ccc(Nc2ncnc3c2cnn3-c2ccccc2)cc1,i,-12
Cc1ccc(NC(=O)C(=O)NCCOc2ccccc2Cl)cc1,i,-6
CC(C)(C)c1ccc(C(=O)N/C(=C\c2cccs2)C(=O)NCc2ccco2)cc1,i,-8
CC(C)n1c(-c2ccc(C(C)(C)C)cc2)n[nH]c1=S,i,6
O=C(CCS(=O)CCC(=O)NCc1ccccc1)NCc1ccccc1,i,2
CCCn1c(SCC(=O)NC2CCCCC2)nnc1C1CC1,i,-14
CC(=O)N1CCSc2ccc(S(=O)(=O)NCc3ccc(F)cc3)cc21,i,-11
CCOC(=O)C(CC)Sc1nc2c(cnn2-c2ccc(F)cc2)c(=O)[nH]1 (configuration not stated),i,-14
Cc1cc(C(=O)Nc2cccc(/C=C/C(=O)O)c2)c(C)o1,i,7
COc1ccc(C(CNS(=O)(=O)c2ccc(NC(C)=O)c(OC)c2)N2CCCCC2)cc1 (configuration not stated),.,-18
CC1CCCCC1NS(=O)(=O)c1ccc(-n2cnnn2)cc1 (configuration not stated),i,-10
CCC1CCCCN1S(=O)(=O)c1ccc(NC(=O)c2ccncc2)cc1 (configuration not stated),i,20
CC1(C)CC(C)(c2ccc(O)cc2O)N(c2cccc(Cl)c2)C(=S)N1 (configuration not stated),i,-13
CCC(COC(=O)Nc1ccccc1)NC(=O)OC(C)C (configuration not stated),i,-33
CC(=O)Nc1c(O)n(C)c2ccccc12,i,-2
CC(O)CNc1nc2c(c(=O)n(C)c(=O)n2C)n1Cc1cccc(Br)c1 (configuration not stated),i,-13
N#CC1(CCCN2CCCCC2)c2ccccc2CCc2ccccc21,i,-38
Cc1ccsc1/C=N/NC(=O)C(O)c1ccccc1 (configuration not stated),i,1
O=c1ccc(Br)c[nH]1,i,-12
Cc1cc(C)c2cccc(NC(=S)NC(=O)c3ccccc3)c2n1,i,-42
COc1ccc(-c2sc(C(=O)c3ccc(Cl)cc3Cl)cc2CC(=O)O)cc1,i,-23
COc1ccc2c(C#N)c3ccccn3c2c1,i,-3
Cc1ccc(CSc2nncn2-c2ccccn2)cc1,i,-6
CCc1ccc(NC(=O)c2cc3c(C)nc4ccccc4c3o2)cc1,i,-20
CC1(c2ccc(Cl)cc2)NC(=O)N(CC(=O)Nc2ccc(F)cc2)C1=O (configuration not stated),i,-6
COc1ccc(OC)c(S(=O)(=O)N2C(C)CCCC2C)c1 (configuration not stated),i,-19
O=C(CN1C(=O)NC2(CCCCCC2)C1=O)c1cccs1,.,1
CCCCN1CC(=O)N2[C@H]3c4cc(Cl)ccc4OC[C@@H]3[C@H](C(=O)OCC)[C@]2(C)C1=O,.,-9
Cn1nccc1C(=O)NCCN1C(=O)OC(C)(C)C1(C)O (configuration not stated),i,9
CCOC(=O)[C@@H]1[C@H]2COc3ccccc3[C@@H]2N2C(=O)N(c3ccc(C)cc3)C(=O)[C@]12C,i,-36
CC(=O)NC1CCC(C(=O)O)(c2ccccc2)C1 (configuration not stated),i,-10
CCN1C(=O)c2cccc3c(NC(=O)c4ccc(S(=O)(=O)N(C)C)cc4)ccc1c23,i,-19
Cc1ccc2cc(CN(Cc3ccco3)C(=O)c3ccco3)c3nnnn3c2c1,i,-27
CC(=O)c1c(C)nc2cc(Cl)ccc2c1N,i,-16
CC1SC2(NC1=O)C1CC3CC(C1)CC2C3 (configuration not stated),i,-19
O=C(CS(=O)c1ccc(F)cc1)N1CCOCC1 (configuration not stated),i,-4

# Taken from the entries so far, 20 compounds:
SMILES,CHT PAM,OX1R antagonist
CC(O)CNc1nc2c(c(=O)n(C)c(=O)n2C)n1Cc1cccc(Br)c1 (configuration not stated),i,-13
N#CC1(CCCN2CCCCC2)c2ccccc2CCc2ccccc21,i,-38
Cc1ccsc1/C=N/NC(=O)C(O)c1ccccc1 (configuration not stated),i,1
O=c1ccc(Br)c[nH]1,i,-12
Cc1cc(C)c2cccc(NC(=S)NC(=O)c3ccccc3)c2n1,i,-42
COc1ccc(-c2sc(C(=O)c3ccc(Cl)cc3Cl)cc2CC(=O)O)cc1,i,-23
COc1ccc2c(C#N)c3ccccn3c2c1,i,-3
Cc1ccc(CSc2nncn2-c2ccccn2)cc1,i,-6
CCc1ccc(NC(=O)c2cc3c(C)nc4ccccc4c3o2)cc1,i,-20
CC1(c2ccc(Cl)cc2)NC(=O)N(CC(=O)Nc2ccc(F)cc2)C1=O (configuration not stated),i,-6
COc1ccc(OC)c(S(=O)(=O)N2C(C)CCCC2C)c1 (configuration not stated),i,-19
O=C(CN1C(=O)NC2(CCCCCC2)C1=O)c1cccs1,.,1
CCCCN1CC(=O)N2[C@H]3c4cc(Cl)ccc4OC[C@@H]3[C@H](C(=O)OCC)[C@]2(C)C1=O,.,-9
Cn1nccc1C(=O)NCCN1C(=O)OC(C)(C)C1(C)O (configuration not stated),i,9
CCOC(=O)[C@@H]1[C@H]2COc3ccccc3[C@@H]2N2C(=O)N(c3ccc(C)cc3)C(=O)[C@]12C,i,-36
CC(=O)NC1CCC(C(=O)O)(c2ccccc2)C1 (configuration not stated),i,-10
CCN1C(=O)c2cccc3c(NC(=O)c4ccc(S(=O)(=O)N(C)C)cc4)ccc1c23,i,-19
Cc1ccc2cc(CN(Cc3ccco3)C(=O)c3ccco3)c3nnnn3c2c1,i,-27
CC(=O)c1c(C)nc2cc(Cl)ccc2c1N,i,-16
CC1SC2(NC1=O)C1CC3CC(C1)CC2C3 (configuration not stated),i,-19

# Continuation.
SMILES,CHT PAM,OX1R antagonist
Cc1nn2cnc3sc4c(c3c2nc1=O)CCCC4,6.6*,-26
COc1ccc2c(c1)CC/C2=N\OC(=O)c1ccccc1C,i,-32
CC1CCN(C(=O)Cn2cc(C#N)c3ccccc32)CC1,i,-16
O=C(Cn1c(SCc2ccccc2)nc2ccccc21)N1CCOCC1,i,-17
Cc1ccsc1C(=O)N1CCN(c2ccccn2)CC1,i,-16
COCCN1CC(CNC(=O)c2cc(COc3ccc(C)c(C)c3)on2)CC1=O (configuration not stated),i,-20
C(=N/Nc1nc(-c2ccccc2)cc(-c2ccccc2)n1)/c1cccnc1,i,-26
CC(Oc1cc2oc(=O)c3c(c2cc1Cl)CCC3)C(=O)NCc1ccncc1 (configuration not stated),i,-8
CCOC(=O)CCC(=O)N1CCOCCOCCOCC1,i,8
CCCN1CCC(NC(=O)CCc2nnc(Cc3cc(OC)ccc3OC)o2)CC1,i,-19
O=C(Nc1ccccc1C(=O)N1CCN(c2cccc(Cl)c2)CC1)C1=CSCCO1,i,-17
O=C(O)Cc1sc(N/N=C\c2ccncc2)nc1-c1ccccc1,i,-14
COc1ccc(CCNC(=O)CSc2nc(O)cc(=O)[nH]2)cc1OC,i,4
O=C(O)c1ccccc1-c1c2cc(I)c(=O)c(I)c-2oc2c(I)c(O)c(I)cc12,i,79*
Cc1nc2cc(NCc3ccccc3O)ccc2n1Cc1ccccc1,i,-20
CCCCC(=O)Nc1cccc(-c2nn3c(C)nnc3s2)c1,i,-15
CC(C)C[C@H](NC(=O)NCCC1=CCCCC1)C(=O)O,i,-6
CCN(CC)CCCN1C(=O)C(=O)/C(=C(/O)c2ccc3c(c2)OCCO3)C1c1ccco1 (configuration not stated),i,1
CN1CCN(S(=O)(=O)c2ccc(NC(=O)c3cccc(F)c3)cc2)CC1,i,-4
CCC1Oc2ccccc2N(CC(=O)NCCN2CCCC2)C1=O (configuration not stated),i,-12
CCCCOc1ccc(C(=O)Nc2cc(C)c(OCC(=O)N3CCOCC3)c(C)c2)cc1,i,4
CCn1cc(C(=O)NCc2ccc3c(c2)OCO3)c(=O)c2cc(S(=O)(=O)N(C)C)ccc21,i,-6
Cc1ccc(C)c(NC(=S)N(C)C)c1,i,6
COc1cccc(OC)c1OC(=O)/C=C/c1ccc(C)o1,i,-20
O=S(=O)(NCC1COc2ccccc2O1)c1ccccc1F (configuration not stated),.,-6
CC1(c2cccc(Br)c2)NC(=O)N(CC(=O)NCC2CCCO2)C1=O (configuration not stated),.,-22
CN(C)S(=O)(=O)N(CC(=O)Nc1ccc2ccccc2c1)c1ccccc1,i,11
CCC1CCCCN1CCCNC(=O)CCNC(=O)Cn1cnc2ccccc2c1=O (configuration not stated),i,-2
CCOC(=O)CN1C(=O)C(CC)Oc2ccc(Cl)cc21 (configuration not stated),i,-27
O=C(Cn1c(-c2ccccc2)c[n+]2ccsc12)c1ccc([N+](=O)[O-])cc1,8.6*,-9
CCN(CC(=O)NCc1cccs1)CC(=O)Nc1ccc(C(N)=O)cc1,.,-10
CC(C)CC(=O)Nc1nnc(CCc2ccccc2)s1,i,-33
COc1ccc(-n2c(SCC(=O)Nc3cccc(C(=O)O)c3)nnc2-c2ccco2)cc1,i,-14
Cc1ccc(NC(=S)N2CCN(S(C)(=O)=O)CC2)cc1Cl,i,-5
COc1ccc(/C=C/C(=O)O)cc1S(=O)(=O)Nc1ccc2c(c1)OCO2,i,-2
CCOc1ccccc1NC(=O)CSc1nnnn1-c1ccccc1,i,-38
CC(NC(=O)Nc1ccc(F)cc1F)c1ccc2c(c1)OCO2 (configuration not stated),i,-11
Cn1c(N/N=C/c2cc3ccccc3nc2Cl)nc2ccccc21,i,-21
CN1CCN(C(=O)C23CCC(C)(c4nc5ccccc5nc42)C3(C)C)CC1 (configuration not stated),i,-13
COC(=O)/C=C/c1cccc([C@H]2[C@@H]3C=CC[C@@H](C)[C@@H]3C(=O)N2Cc2ccccc2)c1,.,-8
O=C(COC(=O)c1cccnc1)Nc1cccc(Cl)c1,i,0
Cc1cccc(C2CC(c3ccccc3)Nc3nc(N)nn32)c1 (configuration not stated),i,-27
O=C(COc1ccccc1)NC(NC(=S)Nc1ccccc1C(=O)O)C(Cl)(Cl)Cl (configuration not stated),i,-14
Cc1nnc(SCC(=O)N(CC(C)C)C2CCS(=O)(=O)C2)n1N (configuration not stated),.,-28
CC(NC(=O)C1CCN(C(=O)Nc2ccccc2)CC1)c1ccc(Cl)cc1 (configuration not stated),.,-8
O=C(Nc1ccccc1F)c1cc(S(=O)(=O)N2CCOCC2)cs1,i,-17
COc1ccc(C(=O)NC2CCCc3c2cnn3-c2ccc(C)c(C)c2)c(OC)c1OC (configuration not stated),i,-45
COc1ccc(-c2coc3c(CN4CCCCC4)c(O)c(CN4CCCCC4)c(O)c3c2=O)cc1,i,-22
CC(=O)N1CCN(Cc2nc3cc(NC(=O)COc4cccc(C)c4)ccc3n2C)CC1,i,-12
CCc1cccc(CC)c1C(OC(C)=O)c1cccnc1 (configuration not stated),i,-24
O=C(COc1cccc2c1CCN(Cc1ccc(Cl)cc1)C2=O)N1CCOCC1,i,-25
Oc1ccccc1CN1CCCC(N2CCc3ccccc3C2)C1 (configuration not stated),i,-16
Cc1ccc(/C=C/C(=O)N2CCCN(C(=O)/C=C/c3ccc(C)cc3)CC2)cc1,i,-24
CCOC(=O)C1=C(c2ccccc2)Nc2ncnn2C1c1ccccn1 (configuration not stated),i,-16
Cc1cc(C)n(-c2nnc(C)n2NC(=O)c2cccc(Cl)c2)n1,i,3
COc1cc(F)c(C2=CC(=O)C[C@H](c3ccc(Cl)cc3)C2)cc1F,.,-8
CP(=O)(Nc1cc(Cl)ccc1Cl)c1nc2c(s1)CCCC2 (configuration not stated),i,-15
